# Screening data as filed in PubChem BioAssay.
# Epigenetic reg – Quantitative High-Throughput Screen for Regulators of Epigenetic Control. murine LDR cells, GFP reporter derepression, 30 h. Potency, µM (series often up to 53.9 µM), for inactives: at the top dose GFP activation, actives largely listed as activators. 0.2% of 280,000 active. AID 1865, 2009; active = well fitted activation curve with a large enough effect; inconclusive = small, poorly fitted or top-dose-only effect; note: % of control where 0% means no effect; nearly all actives have a fitted effect of over 60% in size
#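 Murine LDR cells carrying a silenced, genomically integrated CMV-driven GFP reporter were exposed to compound for 30 hours at 37 C. After PBS washes, GFP-positive cells (20–120 um objects) were counted by laser-scanning microplate cytometry.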
# Starred values were filed as active, the others as inactive; u = inconclusive. Potency is the fitted concentration of half-maximal effect. The list is partial; rates above refer to the full screens.
SMILES,Epigenetic reg
COc1ccc(NC(=O)c2ccc3c(=O)n4nc(Nc5cccc(Cl)c5C)sc4nc3c2)cc1,0.4%
COc1cccc(C(=O)Nc2cccc(OCc3cc(=O)n4c5c(sc4n3)CCCC5)c2)c1,u
COc1ccc(NC(=O)CC2C(=O)N(c3cccc(C)c3)C(=O)N2Cc2cccnc2)cc1 (centres undefined),3.5%
COc1cc(OC)c(NC(=O)n2ncc3cc(Cl)ccc32)cc1Cl,-6.5%
COC(=O)c1ccccc1NC(=O)c1ccc(COc2ccccc2Cl)o1,0.0%
O=C(Nc1ccc(Cl)c(C(F)(F)F)c1)c1ccc2c(c1)CCN2S(=O)(=O)c1ccccc1,-2.7%
CCc1nn(CC(=O)NCCN(CC)CC)c(=O)c2cc3occc3n12,-2.0%
Cc1ccc(NC(=O)CSc2nc(-c3ccc(C(C)(C)C)cc3)nc3cc(=O)[nH]n23)cc1C,-3.1%
CN1C(=O)c2ccccc2Sc2ccc(NC(=O)Cc3c(F)cccc3Cl)cc21,u
CSc1ccc(CCNC(=O)c2cc3n(n2)CCCN(Cc2ccc(C)cc2)C3=O)cc1,-5.4%
COc1ccc(NC(=O)c2ccc(-c3cccc(Cl)c3C)o2)cc1,0.0%
Cc1cc(-c2ccccc2)nc2cc(C(=O)Nc3cc(C(F)(F)F)ccc3Cl)nn12,1.6%
CCc1ccc(CN(Cc2ccco2)c2cnc(S(C)(=O)=O)nc2C(=O)Nc2c(C)cccc2C)cc1,0.0%
CCC(Sc1nc2n[nH]c(C)c2c(=N)n1-c1ccccc1Cl)C(=O)N(CC)CC (centres undefined),0.0%
Cc1cc(O)c(C(c2ccccc2)N2CCN(c3ccccc3F)CC2)c(=O)n1Cc1ccco1 (centres undefined),-0.1%
Cc1nc2cccnc2n1C1CCN(C(=O)Nc2ccccc2C(F)(F)F)CC1,-1.8%
CCc1cccc(CC)c1NC(=O)c1cc(S(=O)(=O)N2CCc3ccccc32)cn1C,0.0%
COc1ccc(F)cc1NC(=O)C1CCN(c2nc(-c3ccc(OC)c(OC)c3)no2)CC1,-0.4%
COc1ccccc1CCNC(=O)CCc1c(C)c2cc3c(C)c(C)oc3cc2oc1=O,-4.7%
CCCN1CCN(CCNC(=O)Nc2ccc(OC)cc2OC)CC1,3.9%
CCCN1CCN(CCCNC(=O)c2c(C)nn(-c3ccc(F)cc3)c2-n2cccc2)CC1,-1.6%
CC(C)c1ccc(N2C(=O)N(Cc3ccccc3Cl)c3ccccc3S2(=O)=O)cc1,1.3%
Cc1ccccc1NC(=O)CCc1c(C)nc2c(c1C)c(=O)n(C)c(=O)n2C,0.8%
Cc1cc(C)cc(OCC(=O)Nc2cccc(-c3nc4ccccc4[nH]3)c2)c1,0.0%
Cc1cccc(OCCn2c(SCC(=O)O)nc3ccccc32)c1,0.0%
Cc1cccc(Nc2ncnc3onc(-c4ccc(Cl)cc4)c23)c1C,-1.3%
COc1cccc(CNC(=O)CCc2c(C)nn(-c3ccc(N4CCCC4)nn3)c2C)c1,0.0%
Clc1cccc(-c2csc(-c3nc(-c4ccc(Br)s4)cs3)n2)c1,-1.8%
Cc1cccc(-n2ncc3c(N4CCN(CCO)CC4)ncnc32)c1,0.0%
CCc1ccc(CNC(=O)c2ccc(NC(=O)N3CCCCc4ccccc43)cc2)cc1,2.5%
N#Cc1c(-n2ncnc2-c2ccc(Br)cc2)sc2c1CCCCC2,-1.6%
CCN(CC)S(=O)(=O)c1ccc2c(c1)N(CC(=O)N1CCN(c3ccccc3F)CC1)C(=O)CO2,-2.0%
Cc1cccc(NC(=O)CSc2c(C)cnc3c2c(=O)n(C)c(=O)n3C)c1C,4.7%
COc1ccc(NC(=O)C(=O)NCC2(c3ccccc3)CCCC2)c(OC)c1,-8.0%
CCc1nc2ccc(C(=O)N3CCN(c4ccccc4F)CC3)cc2nc1CC,-0.5%
COc1ccc(C(=O)Nc2cc(C(F)(F)F)ccc2N2CCN(c3ccccc3)CC2)cc1OC,4.3%
CCOC(=O)C1CCCN(C(=O)CCS(=O)(=O)c2cc3c(cc2Cl)NC(=O)CO3)C1 (centres undefined),0.0%
Cc1c(-c2ccccc2)nc2c(Cl)cccc2c1C(=O)OCC(=O)c1ccc(F)cc1,-1.9%
Cc1ccc(OCC(=O)Nc2ccc3nc(SCC(=O)N4CCOCC4)sc3c2)cc1C,-3.2%
CC1Cc2cc(S(=O)(=O)NCCc3ccccc3)ccc2N1C(=O)C1CCC1 (centres undefined),0.0%
Cc1ccccc1NC(=O)Nc1ccc2nc(N3CCN(C)CC3)cc(C)c2c1,-1.3%
Cc1ccc(CNS(=O)(=O)c2c(C)nc3sc(C)cn3c2=O)cc1,-2.4%
CCc1ccc(CNC(=O)c2ccc(CSc3nc4ccncc4n3Cc3ccc(OC)cc3)cc2)cc1,0.0%
O=C(OCc1ccccc1)c1ccc(-c2nnn(Cc3ccccc3F)n2)cc1,3.2%
Cc1ccc(OCC(=O)N(Cc2ccco2)c2ccccn2)cc1,-3.2%
O=C(Nc1ccc(-c2nc3cc(NC(=O)c4ccccc4F)ccc3o2)cc1)c1ccccc1F,0.0%
O=C(Nc1ccc(Cl)c(C(F)(F)F)c1)C(Cc1ccccc1)NS(=O)(=O)c1cccc2nsnc12 (centres undefined),0.0%
COc1cc(Cl)c(NS(=O)(=O)c2cc(-c3cc(C)no3)ccc2OC)c(OC)c1,7.0%
CN1CCN(CCCNC(=O)Cn2c(-c3cccs3)cc3cc(Cl)ccc32)CC1,-1.2%
CCC1CN(C(=O)Nc2ccc(C(=O)O)cc2)c2cc(Cl)ccc2O1 (centres undefined),-0.4%

# Carrying on.
SMILES,Epigenetic reg
CCC(=O)N1CCc2cc(Br)cc(S(=O)(=O)NCc3ccc(Cl)cc3)c21,-1.3%
CCOc1cccc(C2c3[nH]c4ccccc4c3CCN2C(=O)CSc2ccccc2)c1 (centres undefined),-2.8%
COc1ccc(S(=O)(=O)c2cc3cc(C(C)(C)C)cc(O)c3oc2=O)cc1,-1.1%
COc1ccccc1-c1nnc(SCCOc2ccccc2C)o1,-3.2%
COc1ccc(CNC(=O)Cn2c(SCC(=O)Nc3ccc(C)c(C)c3)nc3ccccc32)cc1,-3.0%
Cc1cc(C)c2oc(C(=O)Nc3c(C)n(C)n(-c4ccccc4)c3=O)cc(=O)c2c1,1.9%
Cc1ccc(NC(=O)c2c(C)oc3ncnc(N4CCCCC4)c23)c(C)c1,1.1%
COc1ccc(S(=O)(=O)N2CCC(C(=O)NC(C)c3ccccc3)CC2)cc1 (centres undefined),-0.2%
Cc1ccc(-c2nc(SCC(=O)NCc3ccco3)c3c(=O)n(C)c(=O)n(C)c3n2)cc1,-0.6%
Cn1c(=O)c2c(SCC(=O)Nc3ccccc3C(F)(F)F)nc(C3CCCC3)nc2n(C)c1=O,-2.7%
COc1ccc(C(=O)Nc2c(C(=O)c3ccc(F)cc3)oc3ccccc23)cc1,2.9%
O=C(NCCc1cccs1)c1ccc(Cn2c(SCc3ccc(F)cc3)nc3cccnc32)cc1,1.1%
CN(C(=O)c1cc2nc(-c3ccc4c(c3)OCO4)cc(C(F)(F)F)n2n1)c1ccc(OC(F)(F)F)cc1,0.0%
Cc1oc2c(c(C)cc3oc(=O)c(CC(=O)NCc4ccc(F)cc4)c(C)c32)c1C,-1.6%
Cc1cc(C)c2oc(-c3cccc(NC(=O)COc4ccccc4Cl)c3C)nc2c1,0.0%
O=c1cc(-c2ccccc2)n2c(SCc3ccc(Br)cc3)nnc2[nH]1,3.4%
O=C(Cn1cc(C(=O)C2CC2)c2ccccc21)Nc1ccc(Br)cc1,3.8%
Cc1ccc(-c2nc3ccccc3[nH]2)cc1NC(=O)COc1ccccc1[N+](=O)[O-],2.2%
CC(C)CN(CCCNC(=O)c1cc(-c2cccs2)nc2ccccc12)CC(C)C,2.8%
CCCN1CCCc2cc(CN(CCCN3CCOCC3)C(=O)Nc3ccc(Cl)c(Cl)c3)ccc21,2.2%
CCC(CC)C(=O)N1CCc2cc(OC)c(OC)cc2C1COc1ccc(F)cc1 (centres undefined),7.1%
CCCOc1ccc(Oc2nc(NCC(C)C)nc(N(C)C)n2)nn1,-1.7%
Cc1ccccc1CN1C(=O)C(O)(c2c[nH]c3ccccc23)c2cc(Cl)ccc21 (centres undefined),8.4%
O=C(NCCS(=O)(=O)N1CCN(c2ccccc2F)CC1)C1CC(=O)N(c2ccc(F)cc2)C1 (centres undefined),3.4%
COC(=O)c1ccc(NS(=O)(=O)c2ccc3[nH]c4c(c3c2)CCCC4)cc1,-1.2%
O=C(CSc1cn(CC(=O)N2CCOCC2)c2ccccc12)Nc1ccccc1C(F)(F)F,1.4%
COc1ccc(N2CC(NC(=O)c3ccc(S(=O)(=O)N4CCCCC4)cc3)CC2=O)cc1OC (centres undefined),2.3%
CCN1CCN(C(c2ccccc2F)c2c(O)cc(C)n(CCOC)c2=O)CC1 (centres undefined),6.7%
COc1ccc(-n2c(SC)nc3sc4c(c3c2=O)CCN(C(C)=O)C4)cc1,3.8%
CCOC(=O)Cn1c(=O)oc2cc(S(=O)(=O)N3CCN(c4cc(C)ccc4C)CC3)ccc21,-1.1%
CCN(CC)CCNC(=O)Cn1ncc2c3ccccc3n(Cc3ccc(Cl)cc3)c2c1=O,-3.2%
CCCCn1c(SCC(=O)c2ccccc2)nc2sc3c(c2c1=O)CCCC3,-0.8%
COc1cccc(CNC(=O)c2sc3ncccc3c2-n2c(C)ccc2C)c1OC,-1.7%
COc1cc(-c2nnc(SCC(=O)NCc3ccccc3Cl)o2)cc(OC)c1OC,2.5%
COc1ccc(NC(=O)CSc2nc(-c3ccc(OC)c(OC)c3)[nH]c2-c2ccc(C)cc2)cc1,u
Cc1cc(C)c2c(CC(=O)Nc3ccc(F)cc3)coc2c1,-1.0%
CCCOc1cccc(C(=O)Nc2cccc(NC(=O)c3ccc(Cl)cc3Cl)c2)c1,0.0%
CCCN1CCN(c2cc3c(cc2F)c(=O)c(S(=O)(=O)c2ccc(CC)cc2)cn3CC)CC1,-0.4%
COc1ccccc1NC(=O)CSc1ccc(-c2ccccn2)nn1,11.3%
Cc1ccc(CSC2=Nc3ccccc3C3=NC(CCC(=O)NCc4cccs4)C(=O)N23)c(C)c1 (centres undefined),-1.3%
CC(C)Cc1ccc(S(=O)(=O)Nc2cc3c(cc2N2CCOCC2)n(C)c(=O)c(=O)n3C)cc1,0.0%
CCc1cccc(NC(=O)CN(c2ccc(C)cc2)S(=O)(=O)c2cccs2)c1,2.9%
Cc1csc2nc(COC(=O)CNC(=O)c3ccccc3Cl)cc(=O)n12,0.8%
CCCn1c2ccc(F)cc2c2nnc(SCCN(CC)CC)nc21,-1.1%
Cc1cc(C)c2oc(C(=O)Nc3c(C(=O)c4ccccc4)oc4ccccc34)cc(=O)c2c1,-1.9%
Cn1nnc2c(NCCc3ccccc3)ncnc21,0.7%
Cc1cccc(-n2c(-c3ccccc3)cn3c4c(=O)[nH]c(=O)n(C)c4nc23)c1,-1.0%
COc1cc(OC)c(NC(=O)C2CCN(C(=O)c3sc4nc[nH]c(=O)c4c3C)CC2)cc1Cl,1.9%
COc1cccc(NC(=O)C2CCN(C(=O)N3CC(C)Oc4ccccc43)CC2)c1 (centres undefined),5.6%
CCOc1ccccc1C(=O)Nc1ccc(S(=O)(=O)N(Cc2ccccc2)c2ccccc2)cc1,-1.6%

# An excerpt from above in order of count of non-hydrogen atoms, largest number first:
SMILES,Epigenetic reg
CC(C)Cc1ccc(S(=O)(=O)Nc2cc3c(cc2N2CCOCC2)n(C)c(=O)c(=O)n3C)cc1,0.0%
CCc1cccc(NC(=O)CN(c2ccc(C)cc2)S(=O)(=O)c2cccs2)c1,2.9%
Cc1csc2nc(COC(=O)CNC(=O)c3ccccc3Cl)cc(=O)n12,0.8%
CCCn1c2ccc(F)cc2c2nnc(SCCN(CC)CC)nc21,-1.1%

# The listing picks up, starting 6 compounds before the break.
SMILES,Epigenetic reg
Cc1cc(C)c2oc(C(=O)Nc3c(C(=O)c4ccccc4)oc4ccccc34)cc(=O)c2c1,-1.9%
Cn1nnc2c(NCCc3ccccc3)ncnc21,0.7%
Cc1cccc(-n2c(-c3ccccc3)cn3c4c(=O)[nH]c(=O)n(C)c4nc23)c1,-1.0%
COc1cc(OC)c(NC(=O)C2CCN(C(=O)c3sc4nc[nH]c(=O)c4c3C)CC2)cc1Cl,1.9%
COc1cccc(NC(=O)C2CCN(C(=O)N3CC(C)Oc4ccccc43)CC2)c1 (centres undefined),5.6%
CCOc1ccccc1C(=O)Nc1ccc(S(=O)(=O)N(Cc2ccccc2)c2ccccc2)cc1,-1.6%
Cc1ccc(NC(=O)Cn2c(=O)oc3cc(S(=O)(=O)N4CCCCC4)ccc32)c(Cl)c1,17.6%
Cc1cccc(-c2cc(C(=O)O)c3c(-c4ccc(F)cc4)[nH]nc3n2)c1,0.0%
CCCCOc1ccc(CNC(=O)Cc2ccc(NC(=O)N3CCCCc4ccccc43)cc2)cc1,0.8%
CC1=C(C(=O)Nc2ccc(C)cc2)C(c2ccccc2Cl)n2nnnc2N1 (centres undefined),-1.9%
Clc1ccc(-c2csc(=Nc3ccccc3)n2Cc2ccc3c(c2)OCO3)cc1,1.2%
COC(=O)c1ccccc1NC(=O)c1oc2ccc3c(c2c1C)C(=O)CC(C)(C)O3,13.4%
CCOC(=O)c1c(C)[nH]c(C)c1S(=O)(=O)N(C)CC(=O)Nc1ccc(CC)cc1,-1.0%
CCc1ccc(OCC(=O)N(Cc2ccco2)Cc2ccccc2Cl)cc1,2.7%
Cc1ccc(NC(=O)c2cc(S(=O)(=O)NCCc3ccc(Cl)cc3)ccc2F)cc1,3.5%
CCOc1ccc(C2c3c(oc4cc(C)c(C)cc4c3=O)C(=O)N2c2ccccn2)cc1 (centres undefined),1.1%
CCC1CCCCN1S(=O)(=O)c1cc2c3c(c1)CC(=O)N3CCC2 (centres undefined),2.4%

# Among those listed so far, these contain a tert-butyl group.
SMILES,Epigenetic reg
Cc1ccc(NC(=O)CSc2nc(-c3ccc(C(C)(C)C)cc3)nc3cc(=O)[nH]n23)cc1C,-3.1%
COc1ccc(S(=O)(=O)c2cc3cc(C(C)(C)C)cc(O)c3oc2=O)cc1,-1.1%
